# PG9 Ab binder – small molecules binding HIV-1 gp120 antibody PG9 | TR-FRET gp120-PG9 antibody binding | inhibition, % at 6.7 µM | actives 0.43% (n = 360,000) | AID 624416; in the data active = inhibition above about 8.5%
# NR1D1 modulator – modulates human Rev-erb alpha binding to DNA; P20393; activity, % at 10 µM; Rev-erbα–FITC-DNA binding, fluorescence polarization, 90 min; actives 0.79% (n = 370,000); AID 1259318;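 active = activity above about 14%, limit read from the data; passing the limit was not always enough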;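 note: 0% = DMSO wells with 35 nM protein and 100% = DMSO wells with 750 nM protein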
# UHRF1 binding – blocks human UHRF1 binding to methylated DNA. actives 0.75% (n = 370,000). Q96T88. inhibition, % at 4.4 µM. UHRF1 binding to methylated oligo, TR-FRET. AID 687016; in the data active = inhibition above about 21%;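 note: UHRF1 SRA domain binding a hemimethylated CpG hairpin DNA probe; 0% = median of test compound wells and 100% = reference inhibitor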
# mABHD4 FP – ABHD4 (mouse) inhibition, primary FP screen; Q8VD66; purified mABHD4, FP-Rh probe fluorescence polarization; inhibition, % at 8.92 µM; actives 0.54% (n = 370,000); AID 720543;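 active = inhibition exceeding the mean over every tested compound plus 3 SD, cut at about 30% in these data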;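 note: 0% = plate median of compound wells and 100% = S159A mutant with DMSO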
#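 System: mouse ABHD4 enzyme, wild type / Medium: HEPES pH 7.0, NaCl, Pluronic buffer / Reagent: FP-Rh activity-based fluorescent probe / Control set: S159A mutant high control, sample median low control / Detection: fluorescence polarization with parallel and perpendicular emission, 525/598 nm / Schedule: 45 min + 60 min at 25 °C / Compound dosing: 8.92 µM, single dose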
# rCAG RNA binder – r(CAG) repeat RNA binding | TO-PRO-1 dye displacement fluorescence | inhibition, % at 3 µM | actives 1.3% (n = 370,000) | AID 651821;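 active = inhibition above the plate cutoff, the mean of all test compounds on that plate plus 3 SD, cut at about 35% in these data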;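 note: 0% = DMSO alone and 100% = 100 µM mitoxantrone as full dye displacement; higher means more dye released from RNA so lower well fluorescence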
# PRMT1 inh – PRMT1 (human) inhibition, primary screen | Q99873 | recombinant PRMT1, activity-based probe fluorescence polarization | inhibition, % at 2.79 µM | actives 1.3% (n = 370,000) | AID 652257;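 active = inhibition above about 21% made by adding two undisclosed values, limit read from the data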
# HTRA1 inh – HTRA1 (human) protease inhibition; actives 0.5% (n = 340,000); recombinant HTRA1, FP-rhodamine activity-based probe, fluorescence polarization; AID 504803; inhibition, % at 5.96 µM; Q92743; in the data active = inhibition above about 36%;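 note: 0% = enzyme with DMSO and 100% = wells lacking enzyme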
# Target sequence (Q92743 whole entry, looked up): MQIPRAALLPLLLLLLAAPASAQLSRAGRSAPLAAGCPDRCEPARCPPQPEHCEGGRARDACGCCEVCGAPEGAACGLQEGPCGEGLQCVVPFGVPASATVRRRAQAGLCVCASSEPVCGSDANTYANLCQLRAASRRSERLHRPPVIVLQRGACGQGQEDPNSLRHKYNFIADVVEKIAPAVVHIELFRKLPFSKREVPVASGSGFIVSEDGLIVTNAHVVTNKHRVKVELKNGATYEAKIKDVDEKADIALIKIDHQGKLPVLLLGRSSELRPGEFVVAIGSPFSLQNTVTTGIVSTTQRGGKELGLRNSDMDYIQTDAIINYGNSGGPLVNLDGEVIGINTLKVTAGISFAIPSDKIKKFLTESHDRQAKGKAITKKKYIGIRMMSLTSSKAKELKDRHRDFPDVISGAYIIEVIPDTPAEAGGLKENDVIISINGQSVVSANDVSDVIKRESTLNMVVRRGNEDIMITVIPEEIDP
# LEDGF integ inh – blocks HIV-1 LEDGF/p75-dependent DNA integration | AID 743269 | inhibition, % at 3.7 µM | TR-FRET IN-LEDGF/p75 DNA integration, Eu/Cy5 | actives 0.64% (n = 370,000);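 active = inhibition above the screen-wide mean plus 3 SD, cut at about 13% in these data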;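 note: signal is the Cy5 over europium emission ratio at 671 and 618 nm; 0% = plate median of compound wells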
# MBD2 inh – MBD2-methylated oligo binding inhibition. TR-FRET, MBD2 binding to methylated oligonucleotide. inhibition, % at 4.4 µM. actives 0.31% (n = 370,000). AID 686964; in the data active = inhibition above about 13%
# Target sequence (Q9UBB5 whole entry, looked up): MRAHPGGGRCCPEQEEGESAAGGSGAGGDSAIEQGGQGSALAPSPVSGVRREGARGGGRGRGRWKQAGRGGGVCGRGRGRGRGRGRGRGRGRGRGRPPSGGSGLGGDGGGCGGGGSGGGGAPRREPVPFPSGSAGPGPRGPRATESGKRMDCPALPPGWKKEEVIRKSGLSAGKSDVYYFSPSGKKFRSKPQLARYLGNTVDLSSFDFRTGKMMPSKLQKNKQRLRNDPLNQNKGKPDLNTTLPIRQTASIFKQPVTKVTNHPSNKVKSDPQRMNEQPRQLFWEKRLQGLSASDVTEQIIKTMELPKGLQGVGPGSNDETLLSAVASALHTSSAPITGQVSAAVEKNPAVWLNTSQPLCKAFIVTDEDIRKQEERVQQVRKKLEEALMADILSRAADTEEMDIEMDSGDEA
# TCR CD3 inh – inhibitors of human TCR-CD3 interaction; actives 0.37% (n = 360,000); inhibition, % at 9.4 µM; TAMRA-labeled TCR probe fluorescence, biochemical; in the data active = inhibition above about 19%;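 note: recombinant mutant TCR 2C K166C tagged with TAMRA read by polarization; 0% = receptor in buffer alone and 100% = receptor with positive control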
# Active calls of the source: *; nt = no result given.
SMILES,PG9 Ab binder,NR1D1 modulator,UHRF1 binding,mABHD4 FP,rCAG RNA binder,PRMT1 inh,HTRA1 inh,LEDGF integ inh,MBD2 inh,TCR CD3 inh
CNC(=O)c1cc(S(=O)(=O)N2CC(C)OC(C)C2)ccc1N1CCOCC1 (stereo unspecified),-0.3,3,9,-6,1,0,4,2,2,11
COc1ccc(C(=O)NCc2ccc3c(c2)OCO3)c(OC)c1,0.0,-5,-2,4,1,4,2,-5,0,-2
CN(C)CCCN(C(=O)c1ccc(S(=O)(=O)N2CCc3ccccc32)cc1)c1nc2ccc(F)cc2s1,-1.0,-3,2,7,2,23*,-26,2,-3,5
CCn1cc(Br)c(C(=O)N(C)Cc2ccccc2)n1,0.7,3,5,-7,-7,-4,10,2,2,-2
Nc1cc(C(=O)OCC(=O)NNC(=O)c2ccccc2F)ccc1Cl,-0.5,-2,0,0,3,-3,-1,-2,1,0
O=C(O)C1C(c2ccccc2)C(C(=O)OCCCO)C1c1ccccc1 (stereo unspecified),0.5,-1,6,0,4,5,-7,-2,2,-5
O=C(CN(C1CCCCC1)S(=O)(=O)c1ccc(F)cc1)NC1CC1,-2.2,-7,3,2,-7,-1,2,-6,1,-4
Cc1ccc(C2CC(c3ccco3)=NN2S(C)(=O)=O)cc1 (stereo unspecified),-1.7,0,-2,5,2,1,4,2,-5,3
COc1ccc(Cl)cc1NC(=O)c1cccnc1,-2.2,-2,-1,-4,5,-4,4,-1,6,-1
Oc1ccccc1/C=N/NC(=S)NC1CC2CC1C1C=CCC21 (stereo unspecified),-0.2,-3,-2,7,12,0,37*,-1,-6,4
CCOC(=O)CCCCCNC(=O)c1ccc(F)cc1F,0.3,5,1,11,-4,1,0,-3,6,-6
Cc1c(N(C)S(=O)(=O)c2ccc(Cl)c(C(=O)NCC(C)(C)N3CCOCC3)c2)c(=O)n(-c2ccccc2)n1C,0.0,1,6,-9,2,5,4,-8,8,-4
C=CCn1cc(/C=N/NC(=O)COc2cccc3cccnc23)c2ccccc21,-2.0,-4,-2,5,6,-1,-8,-1,1,1
COc1ccc(NC(=O)C2CCCN2C(=O)NCc2ccccc2)c(OC)c1 (stereo unspecified),0.5,-3,-1,6,-2,0,2,0,-1,11
CCN1CCN(c2ccc(S(=O)(=O)N3CCOCC3)cc2NC(=O)c2ccc(OCC(C)C)cc2)CC1,0.7,-5,0,-2,1,2,1,-1,0,0
COc1ccc(NC(=O)N2CCCC2C(=O)Nc2ccccc2)cc1 (stereo unspecified),0.2,-6,-1,3,1,0,1,-1,-1,8
C#CCOC(=O)/C(=C/c1ccc(F)cc1)NC(C)=O,-2.4,2,0,-9,2,1,0,1,0,7
CCCOc1ccc(N2C(=O)CC(N3CCC(c4nncn4CC)CC3)C2=O)cc1 (stereo unspecified),-3.4,3,0,4,-1,39*,9,-3,0,3
COc1ccc(-n2ncc3c(NCc4ccc5c(c4)OCO5)ncnc32)cc1,16*,25*,-2,-3,-5,-3,4,0,3,11
Cc1cccc(C(=O)NCC(=O)NC(C)c2ccc(-n3ccnc3)cc2)c1 (stereo unspecified),-1.1,3,-2,6,1,1,-11,-3,3,2
O=S(=O)(c1ccc(Cl)cc1)N1CCCC(C(F)(F)F)C1 (stereo unspecified),2.2,-5,-2,-4,-7,1,2,1,-3,-11
COc1ccc(C(=O)CC2SC(N)=NC2=O)cc1 (stereo unspecified),0.7,-1,1,2,0,5,6,5,-2,6
CCOc1ccc(NC(=O)CC2CC(C)(C)OC2=O)cc1 (stereo unspecified),0.2,-4,11,8,1,0,-3,0,6,6
COC(=O)CCN1CCSCCS1(=O)=O,-1.9,2,-2,0,-1,3,nt,-2,2,-6
Cn1c(OCc2ccc3c(c2)OCO3)nc2c1c(=O)n(Cc1cccc(Cl)c1)c(=O)n2C,0.6,5,0,-2,0,-1,-8,1,1,4
SMILES,PG9 Ab binder,NR1D1 modulator,UHRF1 binding,mABHD4 FP,rCAG RNA binder,PRMT1 inh,HTRA1 inh,LEDGF integ inh,MBD2 inh,TCR CD3 inh
CC(=O)C1=C(C)NC2(O)c3ccccc3C(=O)C12O (stereo unspecified),-2.9,-1,-4,-1,2,0,2,4,0,5
O=c1nc2c(-c3ccccc3F)n[nH]n2c2ccccc12,1.3,0,1,4,1,2,3,-3,4,-4
N#C/C(=C\c1ccc2c(c1)OCO2)C(=O)NCc1ccco1,0.8,-3,0,1,1,-1,1,0,1,7
Cc1c(NC(=O)CN2C(=O)NC(C)(c3ccc4c(c3)OCCO4)C2=O)c(=O)n(-c2ccccc2)n1C (stereo unspecified),-0.9,1,-1,-1,0,-1,4,-3,0,4
O=C(CN1C(=O)c2ccccc2C1=O)NCC(=O)OCC(=O)c1cccc([N+](=O)[O-])c1,0.1,6,0,6,2,-2,-3,-4,-2,1
CCOC(=O)C1CCCN(Cc2c(C(=O)N3CCCCC3)nc3c(C)cccn23)C1 (stereo unspecified),1.4,-5,1,-5,-3,3,2,-5,3,-4
O=C(NCCCN1CCOCC1)c1c(O)c2ccccc2[nH]c1=O,-1.9,1,1,-4,0,1,-1,1,2,-2
CC(C)=CC(=O)OCC(=O)Nc1ccc(Cl)cn1,2.5,4,2,-8,4,1,3,0,7,-2
O=C(COC(=O)c1ccc(Br)o1)Nc1ncc([N+](=O)[O-])s1,-0.4,1,2,23,34,12,17,6,0,-5
CC(=O)c1cccc(NC(=O)C2Cc3c(-c4ccccc4)ccnc3O2)c1 (stereo unspecified),-0.2,-5,-2,-2,3,0,nt,0,1,0
COc1ccc(C(=O)CC2(O)C(=O)N(CN3CCOCC3)c3ccc(Br)cc32)cc1 (stereo unspecified),-0.9,-3,-1,0,0,0,nt,-1,-7,4
CC(C)CCNC(=O)CN(Cc1ccc(F)cc1)C(=O)CCC(=O)Nc1ccccn1,1.8,0,-1,3,2,0,1,4,-2,5
CSC(=S)N/N=C/c1c[nH]c2ccccc12,-2.1,5,-9,12,23,0,49*,1,-1,-3
Cc1cc(C(=O)N2CCCC(Nc3ccccc3)C2)c2ccc(F)cc2n1 (stereo unspecified),-3.6,-2,-1,2,-3,0,8,-1,1,3
CNC(=S)Nc1ccc(C)cc1,-0.5,1,2,-1,-1,-2,3,-2,0,-3
COc1cccc(-c2nc(CS(=O)(=O)CC(=O)NC3CCC(C)CC3)c(C)o2)c1 (stereo unspecified),-0.6,1,1,-5,-3,9,-2,-10,-1,-2
O=c1[nH][nH]c(=O)c2c(NS(=O)(=O)c3ccccc3)cccc12,-0.3,-3,7,0,0,-2,-4,4,3,6
COc1ccc(-c2nnc(SCc3ccccn3)n2C)cc1,-0.1,-1,0,1,2,-1,5,0,0,0
NC(=O)CC(NC(=O)Cc1ccc(Br)cc1)c1ccc(NCCc2ccccc2F)c([N+](=O)[O-])c1 (stereo unspecified),-1.4,4,0,-7,6,-4,-5,0,-2,2
CC(=O)Nc1ccc(S(=O)(=O)NCC(=O)OC(C)c2ccccc2Cl)cc1 (stereo unspecified),1.7,5,-2,-11,2,-3,3,2,1,4
Cn1cc(CCC(=O)N2CCCC(C(=O)c3ccc(C(C)(C)C)cc3)C2)cn1 (stereo unspecified),-1.0,-7,6,-11,-11,5,0,1,6,-7
COc1ccc(NS(=O)(=O)c2ccc(NC(=O)c3ccc(N(C)S(C)(=O)=O)cc3)cc2)cc1,0.3,1,2,-16,11,1,-19,-2,0,7
CCCCOCCCNC(=O)C[C@H]1C[C@@]2(C(=O)OCC)CCCC3=C2N(CCC3)C1=O,nt,1,-1,-1,-2,-5,nt,4,-5,nt
O=C(NC(=S)NCc1cccnc1)c1ccccc1,-0.3,-5,3,0,-1,0,3,1,-2,1
O=C(CSc1nnnn1-c1ccc(Cl)cc1)NNC(=O)c1ccc([N+](=O)[O-])cc1,-1.7,-6,-2,11,10,-1,-4,1,-1,-5

# Looked up above.
# Reading of `COc1ccc(C(=O)CC2(O)C(=O)N(CN3CCOCC3)c3ccc(Br)cc32)cc1` (stereo unspecified) under UHRF1 binding: -1
# Reading of `O=C(CN1C(=O)c2ccccc2C1=O)NCC(=O)OCC(=O)c1cccc([N+](=O)[O-])c1` under PG9 Ab binder: 0.1
# Reading of `O=C(COC(=O)c1ccc(Br)o1)Nc1ncc([N+](=O)[O-])s1` under UHRF1 binding: 2

# Other results follow:
SMILES,PG9 Ab binder,NR1D1 modulator,UHRF1 binding,mABHD4 FP,rCAG RNA binder,PRMT1 inh,HTRA1 inh,LEDGF integ inh,MBD2 inh,TCR CD3 inh
CC(=O)OC1(C(F)(F)F)Oc2ccccc2NC1=O (stereo unspecified),0.9,2,-2,-1,0,1,-1,-1,1,-2
CCOc1ccc(NS(=O)(=O)c2c(C(=O)N3CCCCCC3)c(C)n(C)c2C)cc1,-1.3,-4,0,3,-6,1,1,-3,1,0
Cc1ccc(-n2nc3c(=O)n(CCCC(=O)NCCc4ccccc4C)nc(C)c3c2C)cc1,-1.2,-4,0,1,-5,-3,-2,1,-2,2
CC(C)CNC(=O)c1ccc(COc2ccc(Cl)cc2Cl)o1,-1.8,-9,-4,-25,1,-2,-15,2,-3,0
Nn1c(SC/C=C/c2ccccc2)nnc1-c1cccnc1,0.5,2,-3,6,-2,0,0,-2,0,-3
COc1ccc(-c2cc(C(=O)N3CC(C)CC(C)C3)c3ccccc3n2)cc1 (stereo unspecified),-1.1,-3,4,-9,-6,-3,-28,-3,1,7
O=c1c(Cc2ccc(F)cc2)c(O)ccn1C1CCCCC1,1.1,-2,0,7,3,-1,-1,1,1,1
COc1ccc(CNC(=O)C(OC(=O)c2ccco2)c2ccc(F)cc2)cc1 (stereo unspecified),1.7,-2,4,1,1,-2,2,2,-4,9
Cc1nn(Cc2cccc(C(=O)NC(C)c3ccc(C(C)(C)C)cc3)c2)c(C)c1[N+](=O)[O-] (stereo unspecified),-2.3,6,2,-20,0,-1,-48,-2,1,0
Cc1nc(=O)c(-c2ccccc2)c(C)n1-c1cccc(C(=O)O)c1,-1.6,1,2,3,1,0,-1,2,2,1
CN(Cc1cc2ccccc2[nH]c1=O)S(=O)(=O)c1ccccc1,-3.0,-2,1,2,-4,-1,-5,-1,0,-4
O=C(N/N=C/c1cccs1)[C@H]1C[C@@H]1c1ccccc1,-1.5,-2,-3,-1,-3,1,1,-1,0,1
O=C(COC(=O)COc1ccccc1[N+](=O)[O-])Nc1ccc(S(=O)(=O)N2CCCCC2)cc1,0.6,-3,3,-7,10,-1,1,4,-5,-3
Cc1ccc(OCCCC(=O)NNC(=O)c2ccccn2)cc1,0.2,4,-2,24,0,0,9,-1,2,0
CCCCOc1ccc(NC(=O)CSc2cccc3cccnc23)cc1,-1.5,-1,-11,1,5,1,-4,0,-1,-4
COc1ccccc1NC(=O)/C(=C/c1cccs1)NC(=O)c1ccco1,-2.6,3,-2,-1,-1,0,nt,-1,2,6
COc1ccc(C)cc1NC(=O)CSc1ccc(-c2cccnc2)nn1,0.0,0,0,1,-1,-3,0,7,-2,2
CCOc1ccc(S(=O)(=O)N2CCN(C(=O)Cc3ccc(S(=O)(=O)N4CCOCC4)s3)CC2)cc1,-0.6,0,1,6,1,6,-2,-5,-2,0

# Only HTRA1 inh (2 entries from above):
SMILES	HTRA1 inh
COc1ccc(CNC(=O)C(OC(=O)c2ccco2)c2ccc(F)cc2)cc1 (stereo unspecified)	2
Nn1c(SC/C=C/c2ccccc2)nnc1-c1cccnc1	0

# Source: PubChem (several laboratories)

# Some of the compounds tested, so the mix of outcomes need not match the whole.
